# EBI2 antag: blocks human EBI2 receptor beta-arrestin signaling. P32249. EBI2 beta-arrestin recruitment, luminescence, 7a,25-OHC stimulated. inhibition, % at 5 µM. actives 0.81% (n = 360,000); in the data active = inhibition above about 38%;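 also: enzyme fragment complementation signal reports receptor beta-arrestin coupling in cells; 0% = agonist plus DMSO wells and 100% = wells without agonist; some results beyond the cut were filed as inactive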
# ATG4B inh: inhibitors of human ATG4B cysteine protease; Q9Y4P1; inhibition, % at 8.33 µM; ATG4B cleavage of LC3-PLA2, NBD-HPC fluorescence, 1 h; actives 0.51% (n = 340,000); in the data active = inhibition above about 40%
# APJ agonist: activates the human apelin receptor APJ; AID 2520; activation, % at 20 µM; CHO-K1 APJ PathHunter beta-arrestin, luminescence; 0% DMSO wells, 100% apelin; actives 0.11% (n = 330,000); P35414;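 active = activation more than six SD over the plate average, tested at 20 µM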;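 also: 0% = DMSO alone and 100% = apelin-13 at 10 nM; some results filed as inactive read as strong as hits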
#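 Material: CHO-K1 APJ beta-arrestin complementation cell line; Input: cell density 1000 per well; Incubation: compound stimulation 90 min at 25 °C, detection 60 min; Signal: luminescence from split beta-galactosidase complementation, Galacton Star/Emerald II substrate; Controls: DMSO-only wells as negative, 10 nM Apelin-13 as positive control.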
# CCR6 antagonist: antagonists of human CCR6 receptor | inhibition, % at 20 µM | actives 0.49% (n = 340,000) | CHO-K1 CCR6 PathHunter beta-arrestin, luminescence, CCL20-stimulated;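 active = compounds whose inhibition of the agonist-driven luminescence signal at 20 µM reaches about 50%, limit read from the data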;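 also: cells stimulated with CCL20 at 14 nM final; plate controls were DMSO with CCL20 for no effect and DMSO without agonist for full effect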
# UBC13 polyUb: blocks human UBC13 polyubiquitin chain formation; inhibition, % at 20 µM; actives 0.47% (n = 330,000); TR-FRET; P61088; in the data active = inhibition above about 45%, passing the limit was not always enough
# Target sequence (P61088 whole entry, looked up): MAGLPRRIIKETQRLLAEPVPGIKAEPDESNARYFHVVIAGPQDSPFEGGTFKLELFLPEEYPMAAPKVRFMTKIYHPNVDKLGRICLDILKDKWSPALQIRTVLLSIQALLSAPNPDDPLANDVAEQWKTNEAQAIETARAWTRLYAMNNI
# Gli-Sufu antag: blocks Gli-Sufu signaling in a luciferase reporter; Sufu-KO-LIGHT fibroblasts, Gli luciferase reporter luminescence; inhibition, % at 5 µM; actives 0.74% (n = 340,000);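 active = inhibition above about 55%, limit read from the data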;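 also: 0% = DMSO-treated cells and 100% = wells with medium but no cells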
# APJ antagonist: antagonists of human APJ apelin receptor; P35414; inhibition, % at 20 µM; AID 2521; actives 0.32% (n = 330,000); CHO-K1 APJ beta-arrestin complementation, luminescence;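 active = inhibition above about 40% at 20 µM, limit read from the data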;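 also: cells challenged with 10 nM apelin-13 agonist together with compound; plate controls were apelin-13 plus DMSO wells for no effect and DMSO wells lacking apelin-13 for full effect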
# CXCR6 block: blocks human CXCR6 beta-arrestin recruitment; inhibition, % at 20 µM; CHO-K1 PathHunter CXCR6 beta-arrestin, luminescence; actives 0.36% (n = 360,000); O00574; in the data active = inhibition above about 34%, passing the limit was not always enough;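 also: antagonist mode with CXCL16 agonist at 10 nM final; 0% = 10 nM CXCL16 with DMSO and 100% = unstimulated wells without agonist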
# Target sequence (O00574 whole entry, looked up): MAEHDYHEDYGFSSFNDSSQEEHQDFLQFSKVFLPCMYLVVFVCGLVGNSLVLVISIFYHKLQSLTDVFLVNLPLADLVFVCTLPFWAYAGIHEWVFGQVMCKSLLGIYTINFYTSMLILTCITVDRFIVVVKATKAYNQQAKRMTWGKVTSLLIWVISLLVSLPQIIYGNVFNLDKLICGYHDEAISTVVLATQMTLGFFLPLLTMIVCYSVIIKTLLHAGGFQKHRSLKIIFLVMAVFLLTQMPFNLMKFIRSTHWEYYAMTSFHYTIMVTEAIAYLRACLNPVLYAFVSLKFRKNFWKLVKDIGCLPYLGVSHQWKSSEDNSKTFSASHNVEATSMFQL
# * marks the source's active call; other numbers are inactive results; nt = not tested or not shown.
canonical_smiles	CCR6 antagonist	UBC13 polyUb	APJ antagonist	ATG4B inh	Gli-Sufu antag	CXCR6 block	EBI2 antag	APJ agonist
COc1ccc(NC(=O)CSc2n[nH]c(-c3ccncc3)n2)c([N+](=O)[O-])c1	-1	1	-30	-2	-8	0	7	8
Cn1c(=O)oc2cc(S(=O)(=O)N3CCCC(C(=O)N4CCc5ccccc5C4)C3)ccc21 (configuration not stated)	11	1	13	1	7	-3	-2	-2
Cc1onc(-c2ccccc2)c1C(=O)N1CCN(c2ccccn2)CC1	16	4	1	0	-3	3	-1	-5
N#Cc1cc(-c2ccccc2)cnc1Sc1ccc(Cl)cc1	12	24	10	-1	-1	-1	25	0
COc1ccc(C(=O)/C=C/c2cn(CN3CCN(C)CC3)c3ccccc23)cc1	15	15	14	-11	-20	5	18	-3
O=c1cc(N2CCCC2)[nH]c(=O)n1-c1ccc(Cl)cc1	-1	4	12	-4	-6	4	-6	0
CSCCC(NC(=O)c1cccc(C)c1)C(=O)OCN1C(=O)c2ccccc2C1=O (configuration not stated)	-12	2	18	0	-4	-4	5	6
CCOC(=O)CSc1nc2c([nH]c3ccccc32)c(=O)n1C	3	0	4	-9	11	4	7	-7
O=C(OC1CCCC1)c1ccc(Cl)cc1Cl	10	nt	nt	5	4	-9	4	nt
O=C(O)c1ccccc1Nc1ccc2nonc2c1[N+](=O)[O-]	24	-39	-12	1	nt	11	3	-4
C=C(C)C(=O)Nc1cccc(C2=NOC3(C2)C[C@H](C(N)=O)N(C(=O)CC#N)C3)c1 (some centres not stated)	11	-44	-13	3	-6	nt	nt	-1
Cc1ccc(S(=O)(=O)Nc2ccc3c(c2)C(=O)NC3=O)cc1[N+](=O)[O-]	19	2	20	5	0	2	-11	-10
CCc1nc2ccccc2n1CC(=O)N(C(C)CC)C1CCS(=O)(=O)C1 (configuration not stated)	5	-2	-6	-14	7	3	-1	-2
Cc1cccc(CCNC(=O)COc2cc(=O)n(C)c3ccccc23)c1	20	-31	5	-13	6	-2	10	2
Cc1ccc(C(=O)Nc2ccc(F)cc2F)o1	5	-6	5	-14	-9	2	0	0
COc1cc(NC(=O)c2ccc3c(c2)OCCO3)ccc1NC(=O)c1cccs1	7	9	3	-23	-8	0	9	0
CCN(CC)CCCNC(=O)c1cc(Nc2ccc(OC)cc2)nc2ccccc12	2	1	-5	10	31	7	1	-3
COc1ccc(-n2c3c(cc(C(=O)N4CCCCC4)c2=O)C(=O)CC(C)(C)C3)cc1	-20	8	8	-12	4	2	1	-2
CCN(c1ccccc1)S(=O)(=O)c1ccc(OC)c(NC(=O)CN2C(=O)NC(C)(C)C2=O)c1	1	7	-12	-15	3	-1	-7	-2
O=C1CC(c2cccs2)CC(O)=C1C=NCCN1CCNCC1 (configuration not stated)	3	3	8	-4	-4	4	-5	1
COc1cc(C2c3cc(O)c(OC)cc3CC(C(=O)O)C2CO)ccc1O (configuration not stated)	1	nt	nt	-6	6	-1	2	nt
Nn1c(SCC(=O)Nc2cccc(Br)c2)nnc1C1CC1	2	-5	15	13	-17	-4	9	-3
Cc1nc2nc(SCc3nc4ccccc4[nH]3)[nH]c2cc1Br	2	-10	-12	-2	-3	-10	-9	4
CSc1ccccc1NC(=O)c1ccc(N2CC3CC(C2)c2cccc(=O)n2C3)c(NC(=O)c2ccncc2)c1 (configuration not stated)	3	0	4	-4	0	7	3	-3
CC1=C(N2CCCCC2)CCC1=O	12	3	13	1	-3	-8	-4	5
Cc1nc(C)n(CCNS(=O)(=O)c2ccccc2)n1	-3	1	0	-9	-8	1	7	0
COc1ccc(-c2c(-c3cc(OC)cc(OC)c3)n(C)c3ccc(-c4ccc(N(C)C)nc4)cc23)cc1	6	38	17	-10	12	-4	7	-1
COc1ccc(C(=O)C2CCCN(C(=O)C3CCOCC3)C2)c(C)c1 (configuration not stated)	4	-4	0	-12	1	-2	-1	1
Cc1cccc2cc3c(N)c(C(=O)Nc4ccc(N5CCOCC5)cc4)sc3nc12	-1	-34	-17	-14	22	3	10	15
CCCC1(CCC)NC(=O)N(CC(=O)Nc2ccccc2OC)C1=O	-2	13	4	1	10	1	-5	-2
COc1ccc(-c2c(C#N)c(N)nc3c2CCCC3)cc1OC	-9	10	6	2	7	4	-4	-3
CCOC(=O)C(NC(=O)CC(C)C)(Nc1cc(C)on1)C(F)(F)F (configuration not stated)	-4	-3	-3	-10	-2	-8	-9	-1
CC(C)C(=O)OC/C(O)=C(\C#N)c1nc2ccccc2[nH]1	-12	1	2	0	-10	-2	-3	-3
CCC(C)(C)n1nnnc1C(c1cccnc1)N1CCCc2ccccc21 (configuration not stated)	-4	6	12	-11	9	8	8	-1
O=C(Nc1nc2ccc(S(=O)(=O)N3CCCCC3)cc2s1)c1ccncc1	-22	-2	3	1	1	-7	-7	8
CCOC(=O)N1CCN(C(=O)CNC(=O)c2nn(-c3ccc(OC)cc3)c(=O)c3ccccc23)CC1	-11	-6	-15	-14	-34	4	1	3

# One compound at a time, as listed above:
# Results for CCOC(=O)C(NC(=O)CC(C)C)(Nc1cc(C)on1)C(F)(F)F (configuration not stated) : CCR6 antagonist = -4; UBC13 polyUb = -3; APJ antagonist = -3; ATG4B inh = -10; Gli-Sufu antag = -2; CXCR6 block = -8; EBI2 antag = -9; APJ agonist = -1
# Results for CCC(C)(C)n1nnnc1C(c1cccnc1)N1CCCc2ccccc21 (configuration not stated) : CCR6 antagonist = -4; UBC13 polyUb = 6; APJ antagonist = 12; ATG4B inh = -11; Gli-Sufu antag = 9; CXCR6 block = 8; EBI2 antag = 8; APJ agonist = -1

# Continued:
canonical_smiles	CCR6 antagonist	UBC13 polyUb	APJ antagonist	ATG4B inh	Gli-Sufu antag	CXCR6 block	EBI2 antag	APJ agonist
CN(C)c1cncc(C(=O)O)c1	1	9	12	4	5	-4	-11	-4
COc1ccc(F)cc1C(=O)C1CCCN(Cc2cccn2-c2ccccn2)C1 (configuration not stated)	11	7	6	6	32	7	13	-5
Cc1ccc(C(=O)Nc2c(C)cc(-c3ccc(Cl)cc3)oc2=O)cc1	-8	-2	3	-4	24	-8	7	-5
COc1ccc(S(=O)(=O)N2c3cc(Cl)ccc3Oc3nc4ccccc4nc32)cc1	2	-4	8	11	47	4	-5	-3
CC(C)CNc1oc(-c2ccco2)nc1C#N	-7	6	7	-3	-12	2	6	-1
Cc1ccc(OCC(=O)N2CCc3ccccc3C2)c([N+](=O)[O-])n1	10	-5	-6	-1	-4	4	1	-3
CC12CN3CC(C)(CN(C1)C3c1ccc(Br)cc1)C2=O (configuration not stated)	10	8	-2	-10	7	-13	-20	1
CCc1nnc(NC(=O)C2CCCCC2)s1	-12	0	5	1	13	-3	-9	-3
COc1ccccc1/C=C/C(=O)OCC(=O)Nc1ccc(Cl)cn1	21	6	1	-1	0	2	-7	-3
CCOc1cc(C2C3=C(CCCC3=O)Nc3nc(C(=O)OC)nn32)ccc1OC (configuration not stated)	12	-2	-4	1	-13	1	-6	-3
O=S(=O)(NC1CCCC1)c1cc(F)ccc1F	10	-4	2	9	-8	3	1	8
N#CCC(=O)Nc1cc(C(F)(F)F)ccc1N1CCOCC1	-1	-10	-2	3	0	-3	0	0
O=C(/C=C/c1ccc2c(c1)OCO2)c1ccccn1	15	-2	-4	9	-39	-3	-4	-4
CC(=O)OCCn1c(=O)c2cc3c(=O)n(CCOC(C)=O)c(=O)c3cc2c1=O	6	-13	-3	-4	2	3	-3	0

# No new results follow: entries from further up.
canonical_smiles	CCR6 antagonist	UBC13 polyUb	APJ antagonist	ATG4B inh	Gli-Sufu antag	CXCR6 block	EBI2 antag	APJ agonist
COc1ccccc1/C=C/C(=O)OCC(=O)Nc1ccc(Cl)cn1	21	6	1	-1	0	2	-7	-3
CCOc1cc(C2C3=C(CCCC3=O)Nc3nc(C(=O)OC)nn32)ccc1OC (configuration not stated)	12	-2	-4	1	-13	1	-6	-3
O=S(=O)(NC1CCCC1)c1cc(F)ccc1F	10	-4	2	9	-8	3	1	8
N#CCC(=O)Nc1cc(C(F)(F)F)ccc1N1CCOCC1	-1	-10	-2	3	0	-3	0	0
O=C(/C=C/c1ccc2c(c1)OCO2)c1ccccn1	15	-2	-4	9	-39	-3	-4	-4

# Screening data deposited in PubChem BioAssay by Sanford-Burnham Center for Chemical Genomics.
